# EBI2 antag: EBI2 receptor antagonists, beta-arrestin recruitment, primary screen, cell-based, luminescence, 7a,25-OHC stimulation, uHTS. 7a,25-OHC stimulated. inhibition, % at 5 µM. AID 651636, 2012. hit rate 0.81% among 360,000; in the data active = inhibition above about 38%;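 note: enzyme fragment complementation signal reports receptor beta-arrestin coupling in cells; 0% = agonist plus DMSO wells and 100% = wells without agonist; some results beyond the cut were filed as inactive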
# Target sequence (P32249 whole entry, looked up, the tested form may be a part): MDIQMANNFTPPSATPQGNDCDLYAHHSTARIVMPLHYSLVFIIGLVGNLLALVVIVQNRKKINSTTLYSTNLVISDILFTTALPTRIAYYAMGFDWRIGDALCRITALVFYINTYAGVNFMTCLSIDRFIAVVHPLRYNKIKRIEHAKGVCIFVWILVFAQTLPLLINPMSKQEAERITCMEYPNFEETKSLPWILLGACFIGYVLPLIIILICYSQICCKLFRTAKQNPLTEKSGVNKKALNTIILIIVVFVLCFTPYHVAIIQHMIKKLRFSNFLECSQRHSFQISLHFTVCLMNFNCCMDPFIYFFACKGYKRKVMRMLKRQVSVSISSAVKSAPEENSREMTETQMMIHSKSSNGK
# * marks the source's active call; other numbers are inactive results.
No. | EBI2 antag | smiles
1 | -2.4 | OCC[C@@H]1C[C@H](O)[C@@H](O)[C@@]2(OCCCc3cc(Cl)ccc32)O1
2 | -7.9 | CCOC(=O)N1CCN(C(=O)C[C@@H]2C[C@@]3(C(=O)OC)CCCCC=C3N(Cc3ccco3)C2=O)CC1
3 | 11.1 | COc1ccc(Cl)cc1CC1(C)C(=O)Nc2ccc(S(=O)(=O)NC3CCCCC3)cc21 (stereo unspecified)
4 | -4.8 | COc1ccc(S(=O)(=O)N2CCC[C@@H]2C(=O)N2CCC[C@H]2C(=O)NCc2ccncc2)cc1C
5 | -2.2 | Cc1ccc(S(=O)(=O)CCC(=O)OCC(=O)NCc2ccc(F)cc2)cc1
6 | -0.4 | CC(C)NC(=O)N(C)C[C@@H]1OCc2cnnn2CCCC(=O)N([C@@H](C)CO)C[C@H]1C
7 | -11.4 | O=C(Nc1c(-c2ccccc2)[nH][nH]c1=O)c1ccc(Br)cc1
8 | -4.3 | O=C(Nc1cccc2c(=O)[nH][nH]c(=O)c12)c1ccc([N+](=O)[O-])cc1
9 | 5.0 | COc1ccc(CN2CCC(C(=O)NC(c3ccc4c(c3)OCO4)c3ccccn3)CC2)cc1 (stereo unspecified)
10 | 2.4 | O=C(OCc1ccccc1)N1CCC2CC1c1ccc(N3CCN(Cc4ccc5c(c4)OCO5)CC3)cc12 (stereo unspecified)
11 | -7.3 | COc1ccc(C(O)c2ncc(-c3cccc(F)c3)[nH]2)cc1F (stereo unspecified)
12 | -9.0 | CCCCCNC(=O)C(c1ccc(OC)cc1)n1c(=O)c(-c2cc3ccccc3[nH]2)nc2ccccc21 (stereo unspecified)
13 | 13.7 | CCOC1=C2[C@@H](CN(S(=O)(=O)c3ccc(C)cc3)[C@H]2c2ccccc2F)[C@H]2C(=O)N(c3ccccc3)C(=O)[C@H]2C1
14 | -7.1 | Cc1cccc(C)c1NC(=O)Nc1nnc([C@H]2C[C@H](O)[C@@H](CO)O2)s1
15 | -10.1 | COC(=O)[C@@]1(Cc2ccc(F)cc2)[C@H]2c3cc(C(=O)N(C)C)n(CCN4CCOCC4)c3C[C@H]2CN1C(=O)c1ccccc1
16 | 21.0 | COc1ccc(C(c2nnnn2-c2c(C)cccc2C)N2CCN(C/C=C/c3ccccc3)CC2)cc1 (stereo unspecified)
17 | 0.2 | CCCC(=O)N1CCC1(C)C(=O)Nc1cc(OC)c(OC)c(OC)c1 (stereo unspecified)
18 | -11.2 | Cc1cn([C@H]2C[C@H](O)[C@@H](/C=C/C(=O)NCc3ccco3)O2)c(=O)[nH]c1=O
19 | 4.8 | Cc1ccc(N2CCN(C(=O)C(=O)c3ccc4c(c3)OCO4)CC2)cc1
20 | -12.0 | Cc1ccc(NC(=O)CN(C)CC(=O)Nc2ccc3c(c2)OCO3)cc1
21 | 4.1 | CN(C)CCN(C)C1CN(Cc2ccc([N+](=O)[O-])cc2)S(=O)(=O)C1 (stereo unspecified)
22 | -7.9 | Cc1ccc(C(=O)Nc2nc(C(N)Cc3ccc(C(F)(F)F)cc3)cs2)cc1 (stereo unspecified)
23 | 0.2 | COC(=O)[C@@]12C[C@@H](CC(=O)N3CCOCC3)C(=O)N(Cc3cccc4ccccc34)C1=CCC(C)(C)C2
24 | 5.7 | CCNC(=O)C1(C)CCN(C(=O)c2c(F)cccc2F)C1 (stereo unspecified)
25 | -2.2 | CCCCNC(=O)C1(C)CCCCN1C(=O)c1cc2ccccc2s1 (stereo unspecified)
26 | -12.3 | COc1ccc(C(=O)C[C@@H]2OC[C@H](C)N2S(=O)(=O)c2ccc(C)cc2)cc1OC
27 | 4.9 | O=C(Nc1cccc(C(F)(F)F)c1)c1ccc2sc([C@H]3C[C@H](O)[C@@H](CO)O3)nc2c1
28 | 7.6 | Nc1nc2c(nnn2C2CC(O)C(CO)O2)c(=O)[nH]1 (stereo unspecified)
29 | 8.9 | CC(=O)Nc1ccc(-c2ccnc3c2CC(C)(C(=O)Nc2ccc(F)c(Cl)c2)O3)cc1 (stereo unspecified)
30 | -2.9 | COCCNC(=O)C1CCCN(Cc2cccc(C(F)(F)F)c2)CC1 (stereo unspecified)
31 | 1.3 | COc1ccccc1CCC(=O)Nc1ccc2c(c1)c(=O)n(C)n2-c1cccs1
32 | 1.2 | Cc1cc(F)ccc1-c1cc(C(=O)NCc2cccc(C(F)(F)F)c2)[nH]n1
33 | -6.2 | Cn1c(NCCN2CCCC2)nc2cc(-c3ccsc3)sc2c1=O
34 | -5.2 | C[C@@H](NC(=O)[C@@H]1CCCN1C(=O)[C@@H]1CCCN1C(=O)c1ccc(Cl)cc1)c1ccccc1
35 | 25.5 | COc1ccc(C(C)=NOC(=O)c2c(-c3ccccc3Cl)noc2C)cc1CN1CCOCC1
36 | -4.8 | CCCCC[C@H]1CCCCC[C@@H](O)C[C@@H](O)[C@@H](O)/C=C/C(=O)O1
37 | 7.6 | CC1(C(=O)Nc2ccccc2F)CCN1C(=O)Cc1ccc(-c2ccccc2)cc1 (stereo unspecified)
38 | 7.7 | CCOC(=O)[C@]12CCCC=C1N(Cc1cccc3ccccc13)C(=O)[C@H](CC(=O)N1CCSCC1)C2
39 | 1.6 | CCCCOC(=O)C1=C(C)N(C)C(=O)NC1c1cc2c(cc1Br)OCO2 (stereo unspecified)
40 | 17.6 | COC(=O)c1ccc2nc(-c3ccc(Cl)cc3)c(Cc3ccc(OC)cc3C)n2c1
41 | -6.5 | O=c1[nH]cnc2c1ncn2C1OC(CO)CC1F (stereo unspecified)
42 | 32.2 | CCCCCCN1C[C@@H](O)[C@H](n2cc(-c3ccc(F)cc3)nn2)C[C@@H]1c1ccc(C)cc1
43 | 1.7 | COc1cc(NC(=O)COc2ccc([N+](=O)[O-])cc2)ccc1NC(=O)c1ccco1
44 | -1.6 | C[C@@H]1CN([C@H](C)CO)C(=O)CCCn2cc(nn2)CO[C@H]1CN(C)S(=O)(=O)c1ccc(-c2ccccc2)cc1
45 | 3.0 | C=C1C(=O)CC2=C1[C@](Cc1ccc(F)cc1)(C(=O)OC)N(C(=O)c1ccccc1)C2
46 | -14.0 | COC(=O)c1ccc(Cn2c(C)c(C(=O)NCc3cccs3)sc2=O)o1
47 | 3.5 | COc1cc(NCC2COc3c(ccc(OC)c3OC)C2=O)c([N+](=O)[O-])cc1OC (stereo unspecified)
48 | 1.3 | COc1ccc(C(C)(O)c2nc(-c3ccccc3)cs2)cc1 (stereo unspecified)
49 | 61.4* | CC1(C(=O)NCc2ccccc2Br)CCN1Cc1csc2ccccc12 (stereo unspecified)
50 | -7.2 | CNc1ccc(-c2cccc(C(C)=O)c2)cn1
51 | 0.2 | CCOC(=O)[C@]12CCCC=C1N(Cc1ccccc1)C(=O)[C@H](CC(=O)N1CCN(C(=O)C3CC3)CC1)C2
52 | 2.6 | O=C(Nc1ccc(Oc2ccccc2)cc1)c1ccc2sc([C@H]3C[C@H](O)[C@@H](CO)O3)nc2c1
53 | -0.2 | COc1ccc(NC(=O)C2(C)CCN2CC2CCCCC2)cc1OC (stereo unspecified)
54 | 10.3 | COc1ccc(NC(=O)C[C@H]2C(=O)N(c3ccc(Br)cc3)C[C@@H]2C)cc1
55 | 5.6 | Cc1ccccc1S(=O)(=O)N(C)C[C@@H]1OCc2ccccc2-c2c(n(C)c3ccccc23)C(=O)N([C@H](C)CO)C[C@@H]1C
56 | -18.2 | CC1(c2nc3ccccc3[nH]2)CCC(=O)N1Cc1cccs1 (stereo unspecified)

# Next records follow:
No. | EBI2 antag | smiles
57 | -13.2 | CCCCNC(=O)C1(C)CCCCN1C(=O)c1ccc(F)c(C)c1 (stereo unspecified)
58 | -0.6 | CC(=NOC(=O)C1CCCCC1)c1nccs1
59 | 6.2 | Cc1cccc(C)c1NC(=O)C1C(c2ccc3c(c2)OCO3)=Nc2ccccc2N1C(=O)c1ccccn1 (stereo unspecified)
60 | 15.9 | CC(C)Oc1ccc(CN2CCC2(C)C(=O)Nc2cccc3cccnc23)cc1 (stereo unspecified)
61 | 20.6 | Cc1ccc(Cc2c(-c3ccc(C)cc3)nc3ccc(Br)cn23)cc1
62 | -13.6 | CCOc1ccc(C(=O)CN2C(=O)NC3(CCCc4ccccc43)C2=O)cc1 (stereo unspecified)
63 | 8.1 | COc1ccccc1COc1cccn2c(N(C)C(=O)CCC3CCCC3)c(C)nc12
64 | 0.0 | CC(=O)C1(O)CCC2C3CC(C)C4=CC(=O)CCC4(C)C3CCC21C (stereo unspecified)
65 | -2.4 | CCCNC(=O)C1(C)CCN(CCS(=O)(=O)c2ccc(C)cc2)C1 (stereo unspecified)
66 | -10.2 | COc1ccc(NC(=O)c2cc(C3CCCCN3S(=O)(=O)c3cn(C)cn3)on2)c(C)c1 (stereo unspecified)
67 | 7.5 | COc1ccc(C(=O)OCC(=O)c2ccco2)cc1[N+](=O)[O-]
68 | 4.6 | Brc1ccc2nc(C3CCCCC3)c(Cc3ccccc3)n2c1
69 | 0.2 | CCNC(=O)C1(C)CCCN1Cc1ccccc1Cl (stereo unspecified)
70 | 17.5 | CCCOc1ccc(F)cc1-c1cc(C(=O)NCc2cc(OC)cc(OC)c2)[nH]n1
71 | -10.6 | CN(C)Cc1csc(NC(=O)Nc2ccccc2-c2ccccc2)n1
72 | -2.0 | COc1ccc(S(=O)(=O)NCc2ccc(C(=O)NCCN(C)Cc3ccccc3)cc2)cc1
73 | -10.6 | Cn1cccc1C(=O)OCC(=O)N1CCc2ccccc2C1
74 | -0.5 | CC(=O)Nc1ccc(Nc2nccc(C)n2)cc1
75 | -2.9 | O=C(CC1CC1)N[C@@H]1CC[C@@H](CCNS(=O)(=O)c2ccc(F)cc2)O[C@@H]1CO
76 | 7.8 | COc1cccc(C(NC(=O)C2CCN(CCCOc3ccccc3)CC2)c2ccccn2)c1 (stereo unspecified)
77 | -3.2 | Cn1c(=O)c2cc(NC(=O)Cc3ccccc3F)ccc2n1Cc1ccc(Cl)cc1
78 | -3.4 | CC1=C(C(=O)N2CCOCC2)CC(CC(=O)NCCN2CCOCC2)C(=O)N1Cc1ccccc1 (stereo unspecified)
79 | -8.9 | Cc1cccc(-c2cc3nc(C)cc(=O)n3[nH]2)c1
80 | -2.2 | O=C(Nc1cccc(C(F)(F)F)c1)C1Cc2c(-c3ccccc3Oc3ccccc3)ccnc2O1 (stereo unspecified)
81 | 2.2 | O=C(CCOc1ccccc1)N1CCCC(Nc2ccccc2)C1 (stereo unspecified)
82 | -7.7 | O=C(Nc1cccnc1)C1Cc2c(-c3ccc4c(c3)OCO4)ccnc2O1 (stereo unspecified)
83 | 16.9 | Clc1cccc(Cc2c(-c3cccc(Cl)c3)nc3c4ccccc4ccn23)c1
84 | -1.1 | CC(C)(C)C(=O)c1c(N)[nH]c(C(=O)c2ccccc2)c1-c1ccccc1Br
85 | 5.5 | O=C(c1ccccc1)N(CCCl)C(=O)N(CCCl)C(=O)c1ccccc1
86 | -5.2 | CN1CCN(c2ccc(CNC[C@H]3O[C@@H](n4cnc5c(=O)[nH]c(N)nc54)[C@H](O)[C@@H]3O)c(S(C)(=O)=O)c2)CC1
87 | -4.7 | OC(c1ccc(Cl)c(Cl)c1)c1ncc(-c2cccc(F)c2)[nH]1 (stereo unspecified)
88 | 5.2 | COc1ccc(CN2C(=O)C(CC(=O)NCc3cccc4ccccc34)CC(C(=O)N(C)C)=C2C)cc1 (stereo unspecified)
89 | -6.4 | O=C(NCc1ccc(F)cc1F)[C@@H]1CCCN1C(=O)[C@@H]1CCCN1C(=O)c1ccc(Cl)cc1
90 | -4.7 | COc1ccc(CCNC(=O)Nc2ccc3nc([C@@H]4O[C@H](CO)[C@@H](O)[C@H](O)[C@H]4O)[nH]c3c2)cc1Br
91 | -4.4 | NS(=O)(=O)c1ccc(NC(=O)CN(C(=O)C(F)(F)F)C2CCCC2)cc1
92 | -6.1 | O=C1Nc2ccccc2-n2nnnc2C1N1CCN(CCN2CCOCC2)CC1 (stereo unspecified)
93 | 6.7 | OC[C@@H]1CN(Cc2ccccc2)C[C@H](n2cnc3c(Nc4ccccc4)ncnc32)O1
94 | -13.1 | CC(=O)OC1(C)C=Cc2ccccc2C1=NS(=O)(=O)c1ccccc1 (stereo unspecified)
95 | 12.1 | Nc1ccc(Oc2ccc(N)c([N+](=O)[O-])c2)cc1[N+](=O)[O-]
96 | 3.7 | O=C(C(=O)N1CCN(C(=O)OCc2ccccc2)CC1)c1cccnc1
97 | 23.5 | CC(=O)c1cccc(-c2cnc3c(NC=O)cc(-c4cccc(C(=O)N(C)C)c4)cn23)c1
98 | -47.6 | CC(C)C[C@H](NC(=O)c1[nH]cnc1C(=O)Nc1ccccc1F)C(=O)OC(C)(C)C
99 | 14.8 | COC(=O)[C@]12CCCCC=C1N(CCC1=CCCCC1)C(=O)[C@H](CC(=O)NCc1cccc(C(F)(F)F)c1)C2
100 | -7.1 | O=C(Nc1ccc(F)cc1)C(c1ccccc1)N1CCN(c2ccncc2)CC1 (stereo unspecified)
101 | -3.0 | COc1cccc(NC(=O)Nc2nnc([C@@H]3C[C@H](O)[C@@H](CO)O3)s2)c1
102 | -4.5 | ClC1=CN(C2=NCCC2)CC1
103 | 10.1 | C[C@@H]1CCCCO[C@H](CN(C)C(=O)Nc2cccc3ccccc23)[C@@H](C)CN([C@H](C)CO)C(=O)c2cc(NC(=O)c3ccccc3)ccc2O1
104 | -2.0 | Cc1cccc(S(=O)(=O)N(C)C[C@@H]2OCc3cn(nn3)CCCC(=O)N([C@H](C)CO)C[C@H]2C)c1
105 | -2.9 | CN(C)C1CN(Cc2cn(Cc3ccccc3)nn2)S(=O)(=O)C1 (stereo unspecified)
106 | -9.0 | Cc1ccccc1S(=O)(=O)NC(=O)C1(C)CCN1C(=O)CC1CCCCC1 (stereo unspecified)
107 | -6.3 | Clc1ccc2nc(C3CCCCC3)c(Cc3ccccc3)n2c1
108 | -4.9 | CCN(CC)c1ncnc2c1ncn2[C@H]1CN(Cc2ccc3c(c2)OCO3)C[C@@H](CO)O1
109 | -12.7 | O=C(NCc1cccs1)c1ccc2sc(C3=C[C@@H](O)[C@@H](O)[C@@H](CO)O3)nc2c1
110 | 1.7 | O=C(NCCS(=O)(=O)NCc1cccs1)c1ccccc1

# This is a subset; the hit share may differ from the screen's.
